Compound activity from PubChem BioAssay.
14-3-3g Raf – alters human 14-3-3 gamma binding to Raf peptide | FP, 14-3-3gamma / TMR-pS259-Raf peptide binding | AID 422 | 160,000 tested, 0.19% active | inhibition, % at 40 µM; in the data active means inhibition above about 30%;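 further: 0% = protein plus tracer without compound and 100% = blank with tracer alone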
Target sequence (P61981 whole entry, looked up): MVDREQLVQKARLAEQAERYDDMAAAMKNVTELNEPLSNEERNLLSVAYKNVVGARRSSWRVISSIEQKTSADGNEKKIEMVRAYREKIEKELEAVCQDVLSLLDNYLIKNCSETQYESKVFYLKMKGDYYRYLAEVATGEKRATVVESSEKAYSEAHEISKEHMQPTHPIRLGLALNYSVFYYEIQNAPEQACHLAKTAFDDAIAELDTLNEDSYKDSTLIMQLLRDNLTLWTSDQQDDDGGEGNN
Active calls of the source: *; & = joins results of further samples.

14-3-3g Raf	compound
-2	O=C(C1CCCCC1)N1CCCC(c2nc3c(nnn3Cc3ccccc3)c(=O)[nH]2)C1 (stereo not drawn)
1	CC1CCCN(c2ncnc3c2cnn3-c2ccc(Cl)cc2)C1 (stereo not drawn)
-1	CC1(C)Cc2c(C#N)c(SCC(=O)c3ccccc3)nc(N3CCCC3)c2CO1
-5	NS(=O)(=O)c1ccc(CCNC(=O)CCCn2c(=O)[nH]c3ccc(Br)cc3c2=O)cc1
-4	CCc1nnc(NC(=O)c2ccccc2Br)s1
1	Cc1ccccc1Cc1c(C)nc2nc(SCC(=O)NCc3ccccc3Cl)nn2c1C
-2	COc1cccc(N2CCN(Cc3nc(N)nc(Nc4ccccc4OC)n3)CC2)c1
5	CCOc1ccc(CC(=O)N2CCN(c3ccc(N4CCOCC4)nn3)CC2)cc1OCC
-7	O=C(NCCc1ccccc1)C1c2ccccc2C(=O)N1C1CCCCCC1 (stereo not drawn)
-4	COc1cc2c(cc1NC(=O)CN1C(=O)NC3(CCc4ccccc43)C1=O)oc1ccccc12 (stereo not drawn)
3	COc1cccc(NC(=O)CC2SC(=Nc3ccc(C(=O)O)cc3)NC2=O)c1 (stereo not drawn)
1	COc1ccc(CN2CCN(C(=O)c3ccc[nH]c3=S)CC2)c(OC)c1OC
0	COC(=O)C1=CN(CC2CCCO2)C=C(C(=O)OC)C1c1ccc(OC)cc1 (stereo not drawn)
-1	O=C(O)Cn1nc(-c2ccc(F)cc2)oc1=O
-114	CCCCSc1nnc2c(n1)OC(c1ccc3c(c1)OCO3)Nc1ccccc1-2 (stereo not drawn)
-41	O=C(CSc1nc2c(c(=O)n1-c1ccc([N+](=O)[O-])cc1)SCC2)N1CCCc2ccccc21
-1	CCCOc1ccc(C2NC(=O)NC2=O)cc1 (stereo not drawn)
-1	COc1ccc(NC(=O)c2cccc(S(=O)(=O)Nc3ccc(Br)cc3)c2)cc1
1	CCn1c(SCC(=O)Nc2ccc(NC(=O)c3cccs3)cc2)nnc1-c1cccnc1
-7	CCCOc1ccc(C2NC(=O)NC(C)=C2C(=O)OCC)cc1OC (stereo not drawn)
6	CCCSc1nnc2c(n1)OC(c1cc(OC)c(OC)cc1Cl)N(C(C)=O)c1ccccc1-2 (stereo not drawn)
-7	Cc1cc(C)c(NS(=O)(=O)c2c(C)cc(C)cc2C)c(C)c1
4	COc1cccc(CNC(=O)CCN2C(=S)NC(C)(C)CC2C)c1 (stereo not drawn)
-1	O=C(CN1C(=O)COc2ccccc21)c1ccc(Cl)cc1
-4	Cc1noc(C)c1C(=O)OCC(=O)c1c[nH]c2ccccc12
-3	O=C(Nc1sc2c(c1C(=O)N1CCCCC1)CCC2)c1ccccc1F
-9	O=C(CS(=O)(=O)c1c[nH]c2ccccc12)N1CCc2ccccc21
-5	Fc1ccccc1-c1nc(-c2cccs2)c(-c2cccs2)[nH]1
-8	COc1ccc(C)cc1NC(=O)c1nc2nc(C)cc(C)n2n1
-8	O=[N+]([O-])c1ccc(-c2nnc(-c3ccccc3)n2-c2ccccc2)cc1
-8	COc1ccc(CCN2CC(C(=O)NCc3ccc(F)cc3)CC2=O)cc1OC (stereo not drawn)
-3	Cc1ccc(NC(=O)COc2nsnc2N2CCOCC2)cc1
15&2	COc1cc(OC)cc(C(=O)N2CCC(N3CCN(c4ccccc4)CC3)CC2)c1
-3	CN1CCCC(OC(=O)CCCCC(=O)OC2CCCN(C)C2)C1 (stereo not drawn)
-17	CN(C)C(CN1C(=O)C2CC=CCC2C1=O)c1cn(C)c2ccccc12 (stereo not drawn)
3&-1	O=C(C1CCN(S(=O)(=O)N2CCOCC2)CC1)N1CCOCC1
-6	O=C(CSc1nnc(-c2ccco2)o1)Nc1nccs1
-1	O=C(O)CCCC(=O)Nc1nc2n(n1)C(c1ccc(F)cc1)CC(c1ccc(Cl)cc1)N2 (stereo not drawn)
-31	c1ccc2c(c1)OCC(c1csc3ncnc(N4CCCCC4)c13)O2 (stereo not drawn)
-3	COc1cc(OC)cc(C(=O)N2CCN(C(=O)c3cccc(OC)c3OC)CC2)c1
24	CC1(C)CC(=O)C2=C(C1)OC1=C(C(=O)CC(C)(C)C1)C2c1ccccc1F
-10	CC1Cc2ccccc2N1C(=O)CN1C(=O)NC(C)(c2ccc3c(c2)OCCO3)C1=O (stereo not drawn)
-2	COc1ccc(CCNc2ncnc3scc(-c4ccccc4)c23)cc1OC
0	COc1ccc(-c2cc(C(F)(F)F)nc(-n3cncn3)n2)cc1OC
-7	Cc1nc(CNS(=O)(=O)c2ccc3ccccc3c2)cs1
-5	O=C(Nc1cc(C(=O)N2CCC(Cc3ccccc3)CC2)ccc1N1CC2CC(C1)c1cccc(=O)n1C2)c1cccc(C(F)(F)F)c1 (stereo not drawn)
-7	CCN(CC)C(=O)CSc1nc2c(sc(=S)n2CC)c(=O)n1-c1ccccc1
6	CCOC(=O)CC(=O)Nc1ccccc1C(=O)OC
-7	CN(c1ccc(Cl)cc1)S(=O)(=O)c1ccc2[nH]cc(C(=O)NCC3CCCO3)c(=O)c2c1 (stereo not drawn)
-4	NC(=O)C1(N2CCCCC2)CCN(S(=O)(=O)c2cc(Cl)ccc2Cl)CC1
3	COc1cc(C2C(C(=O)OC(C)C)=C(C)NC3=C2C(=O)CCC3)ccc1OCc1ccccc1 (stereo not drawn)
-2	CC(C)C12CN3CC(C(C)C)(CN(C1)C3c1ccc(O)c(O)c1)C2=O (stereo not drawn)
-2	Brc1ccc(-c2nn3c(-c4ccncc4)nnc3s2)o1
-155	O=C(Nc1ccc(O)c(-c2nc3ccccc3o2)c1)c1ccccc1Cl
-3	COc1ccc(C2C(C(=O)N3CCN(c4ccccc4OC)CC3)CCC(=O)N2c2ccc3c(c2)OCO3)cc1 (stereo not drawn)
4	NC(=O)c1cc2cc(Cl)ccc2oc1=Nc1ccccc1F
-39	Cc1cccc(C(=O)Nc2ccc(NC(=O)c3cccs3)cc2)c1
-7	O=C(O)CCC(=O)Nc1sc2c(c1C(=O)Nc1ccccc1)CCCC2
5	O=C(NCc1ccc(F)cc1)c1cc2nc(-c3cccs3)cc(C(F)(F)Cl)n2n1
-8	COc1cccc2cc(-c3csc(NC(=O)CCC(=O)NC4CCCCCC4)n3)c(=O)oc12

The closing 2 entries of the part before lead into the next.
14-3-3g Raf	compound
5	O=C(NCc1ccc(F)cc1)c1cc2nc(-c3cccs3)cc(C(F)(F)Cl)n2n1
-8	COc1cccc2cc(-c3csc(NC(=O)CCC(=O)NC4CCCCCC4)n3)c(=O)oc12
-5	CCCCN(Cc1ccccc1)C(=O)C1CCN(S(=O)(=O)c2c(C)n[nH]c2C)CC1
-36	O=C1CC(c2ccccc2)=Nc2ccccc2N1Cc1ccccc1
-1	CCOc1ccccc1NC(=O)CSc1nnc(Cn2c(=O)sc3ccccc32)n1C
-3	CCOC(=O)C1C(=O)NC(SCC(=O)OC)=C(C#N)C1c1ccccc1OCC (stereo not drawn)
2	CC12CC(NC(=S)N1c1ccccc1)c1cc([N+](=O)[O-])ccc1O2 (stereo not drawn)
-5	COc1ccc(C2C(C(=O)Nc3cc(Cl)c(OC)cc3OC)c3ccccc3C(=O)N2Cc2ccc(F)cc2)cc1 (stereo not drawn)
1	COC(=O)CC1Oc2ccc(C)cc2NC1=O (stereo not drawn)
-8	O=C(C1CCCN1S(=O)(=O)c1cccc2cccnc12)N1CCc2ccccc2C1 (stereo not drawn)
-6	OC(CCCCN1CCCCC1)c1ccccc1 (stereo not drawn)
-4	CCOC(=O)c1c(C)[nH]c(C)c1C(=O)CSc1nnc(-c2ccncc2)n1C
-1	COc1ccc(C(C)=O)cc1COC(=O)c1cccc(N(C)C)c1
-8	Cn1c(Cn2nnc3ccccc32)nnc1SCC(=O)N1CCc2ccccc21
-10	COc1cccc(N2CCN(S(=O)(=O)c3ccc4nc(-c5ccccc5)[nH]c4c3)CC2)c1
-2	Cc1ccc(Nc2c(-c3ccc(C)s3)nc3ccc(C)cn23)cc1
0	Cc1ccc(NC(=O)c2cc(S(=O)(=O)N3CCc4ccccc43)ccc2F)cc1

2 successive records from above:
14-3-3g Raf	compound
-2	Cc1ccc(Nc2c(-c3ccc(C)s3)nc3ccc(C)cn23)cc1
0	Cc1ccc(NC(=O)c2cc(S(=O)(=O)N3CCc4ccccc43)ccc2F)cc1

The listing picks up with the 4 entries that preceded the break.
14-3-3g Raf	compound
-8	Cn1c(Cn2nnc3ccccc32)nnc1SCC(=O)N1CCc2ccccc21
-10	COc1cccc(N2CCN(S(=O)(=O)c3ccc4nc(-c5ccccc5)[nH]c4c3)CC2)c1
-2	Cc1ccc(Nc2c(-c3ccc(C)s3)nc3ccc(C)cn23)cc1
0	Cc1ccc(NC(=O)c2cc(S(=O)(=O)N3CCc4ccccc43)ccc2F)cc1
-10	NC(=Nc1ccccc1)SCn1c(=S)oc2ccccc21
-25	Cc1ccc(N2C(=O)C(Cl)=C(N(C)c3ccccc3)C2=O)cc1Cl
-11	O=C(O)CCC(=O)NC1CCCCC1NC(=O)CCC(=O)O (stereo not drawn)
-8	O=C(CCS(=O)(=O)c1cccc2nonc12)N1CCOCC1
-4	COc1ccc(Cn2c(=O)[nH]c3cc(C(=O)N4CCN(Cc5ccccc5)CC4)ccc3c2=O)cc1
-9	COc1ccccc1Nc1cc(C(=O)N2CCN(Cc3ccccc3)CC2)c2ccccc2n1
-6	Cc1ccc(NS(=O)(=O)c2ccc(NC(=O)c3ccc(Br)o3)cc2)c(C)c1
-10	CCOc1ccc(NC(=O)CSc2nnc(-c3ccccc3Cl)n2Cc2ccco2)cc1
-4	O=C(Nc1ccc(Cl)c(C(F)(F)F)c1)C1CCCN1S(=O)(=O)c1cccs1 (stereo not drawn)
-2	CCOC(=O)C1=C(C)N(CC)C(=O)NC1c1ccccc1[N+](=O)[O-] (stereo not drawn)
-19	CN=Cc1cc(-c2ccccc2)sc1S
1	CC1CCN(C(=O)C2CCCCC2C(=O)O)CC1 (stereo not drawn)
-288	CCCN(CCC)c1ccc(C2NC(=O)c3c(sc4c3CCN(C)C4)N2)cc1 (stereo not drawn)
-14	CCc1cccc(C)c1NC(=O)COc1ccc(Cl)cc1
-5	O=S(=O)(Nc1cc2c3c(oc2c2ccccc12)CCCC3)c1ccc(F)cc1
-4	Cc1cc([N+](=O)[O-])ccc1NC(=O)CC1Sc2ccccc2NC1=O (stereo not drawn)
17	CCOC(=O)c1ccc(N=c2oc3ccc(OC)cc3cc2C(N)=O)cc1
-4	CC(=O)C1=C(O)C(=O)N(Cc2cccnc2)C1c1ccc(Cl)cc1Cl (stereo not drawn)
-8&3	Cc1ccc(Nc2nc(N3CCOCC3)c3ccccc3n2)cc1
-2	CSC1=NCCN1C(=O)c1cccs1
-6	CCn1c(SCC(=O)Nc2cc(C)on2)nnc1-c1cccs1
-2	COCCN1C(=O)C(=O)/C(=C(/O)c2cccc(OC)c2)C1c1ccncc1 (stereo not drawn)
-4	CCOc1ccc(OCC)c(NC(=O)CCn2cccc2)c1
2	CCC(C)OC(=O)C1=C(C)NC2=C(C(=O)C(C(=O)OC)C(C)C2)C1c1ccc(O)c(OC)c1 (stereo not drawn)
-6	Cc1ccc(C(=O)NC2CCCc3ccccc32)o1 (stereo not drawn)
4	CC1CCN(CCCNC(=O)C2CC(=O)N(C3CCCCCC3)C2)CC1 (stereo not drawn)
-12	COC(=O)c1c(NC(=O)CN2C(=O)C3C4C=CC(C4)C3C2=O)sc(C)c1C (stereo not drawn)
-3	CS(=O)(=O)N1CCC(C(=O)NCc2ccncc2)CC1
8&4	CC(C)Nc1c(N)c(=O)oc2ccccc12
-7	COc1ccc(C(=O)n2nnc3ccccc32)cc1
1	O=C(Cn1c(=O)oc2ccccc21)Nc1cccc2ccccc12
6	COc1cc(OC)c(N2CC34C=CC(O3)C(C(=O)O)C4C2=O)cc1Cl (stereo not drawn)
-7	CC(=O)Oc1ccc2nc(-c3ccc4c(c3)C(=O)N(CCC(C)C)C4=O)oc(=O)c2c1
-8	COc1ccc(CCNC(=O)C2COc3ccccc3O2)cc1OC (stereo not drawn)
-66	O=C(c1ccc(F)cc1)N1CCN=C1SCc1cccnc1
4	COCCCNC(=O)c1c(-c2ccccc2Cl)noc1C
-17	Cc1ccc2c(CC(=O)NCc3ccc4c(c3)OCO4)coc2c1
-32	O=C(CSc1nc(O)cc(=O)[nH]1)Nc1ccc(F)cc1
-12	CCOc1ccc(C2C(C(=O)O)c3cc(OC)c(OC)cc3C(=O)N2C)cc1 (stereo not drawn)
-8	Fc1ccccc1CSc1nnc(-c2cccs2)o1
4	C=CCOc1ccc(/C(O)=C2/C(=O)C(=O)N(CCCN3CCOCC3)C2c2ccc(OC)cc2)cc1 (stereo not drawn)
3	CCOC(=O)c1[nH]c2ccc(F)cc2c1N=C(C)N(CC)CC
0	CCOc1ccccc1N1CCN(CC(=O)Nc2nnc(CC)s2)CC1
-70	O=C(NCc1ccc2c(c1)OCO2)C1CCCN(S(=O)(=O)c2cccc3nonc23)C1 (stereo not drawn)
-1	Cc1ccc(NC(=O)C(C)N2C(=O)c3ccccc3C2=O)cc1Cl (stereo not drawn)

2 entries from above, set out differently.
Structure,14-3-3g Raf
O=C(CSc1nc(O)cc(=O)[nH]1)Nc1ccc(F)cc1,-32
CCOc1ccc(C2C(C(=O)O)c3cc(OC)c(OC)cc3C(=O)N2C)cc1 (stereo not drawn),-12

Not all compounds are listed, so the mix of outcomes need not match the whole.
